Compound activity: PubChem BioAssay, several laboratories
BioA inh – BioA (M. tuberculosis) enzyme inhibition | purified M. tuberculosis BioA enzyme, plate reader | inhibition, % at 9.99 µM | 360,000 compounds, 0.096% hits | AID 602481; in the data active = inhibition above about 40%; inconclusive = no clear call, values can overlap the other calls
Anthrax LF prot – anthrax lethal factor protease inhibition; 360,000 compounds, 0.12% hits; inhibition, % at 10 µM; multiplex microsphere protease cleavage assay, LF; P15917; note: plate controls were buffer without enzyme for full effect and enzyme alone for no effect
Target sequence (P15917 whole entry, looked up): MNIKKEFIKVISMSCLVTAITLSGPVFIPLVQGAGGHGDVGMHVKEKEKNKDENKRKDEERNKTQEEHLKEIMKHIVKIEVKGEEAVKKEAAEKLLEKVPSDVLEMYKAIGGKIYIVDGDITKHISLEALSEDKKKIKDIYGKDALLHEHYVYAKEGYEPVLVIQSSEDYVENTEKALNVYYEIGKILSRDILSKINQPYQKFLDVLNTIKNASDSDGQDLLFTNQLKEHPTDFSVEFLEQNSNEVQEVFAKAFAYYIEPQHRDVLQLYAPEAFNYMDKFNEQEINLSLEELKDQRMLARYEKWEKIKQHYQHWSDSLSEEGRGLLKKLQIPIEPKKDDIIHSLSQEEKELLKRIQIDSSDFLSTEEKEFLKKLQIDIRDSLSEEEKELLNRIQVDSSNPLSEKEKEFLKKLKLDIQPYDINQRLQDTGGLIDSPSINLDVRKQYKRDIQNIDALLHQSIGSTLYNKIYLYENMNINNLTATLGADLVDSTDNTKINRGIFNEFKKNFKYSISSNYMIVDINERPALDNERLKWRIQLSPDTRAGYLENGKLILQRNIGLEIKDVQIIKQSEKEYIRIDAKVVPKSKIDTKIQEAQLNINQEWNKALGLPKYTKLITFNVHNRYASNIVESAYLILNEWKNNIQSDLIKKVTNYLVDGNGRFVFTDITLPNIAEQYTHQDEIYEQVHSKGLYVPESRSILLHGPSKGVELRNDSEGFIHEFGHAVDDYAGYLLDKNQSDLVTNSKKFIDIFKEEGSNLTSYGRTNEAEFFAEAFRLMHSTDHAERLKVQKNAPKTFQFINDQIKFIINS
BoNT F protease – inhibitors of Botulinum neurotoxin F light chain protease. 360,000 compounds, 0.22% hits. inhibition, % at 10 µM. AID 588497. Multiplex microsphere protease cleavage assay, flow cytometry; in the data active = inhibition above about 35%, passing the limit was not always enough; inconclusive = no clear call, values can overlap the other calls; note: plate controls were buffer without enzyme for full effect and enzyme alone for no effect
BoNT-A LC inh2 – blocks Botulinum neurotoxin A light chain protease. inhibition, % at 10 µM. 360,000 compounds, 0.17% hits. AID 588499. multiplex microsphere protease substrate cleavage, flow cytometry; note: plate controls were buffer without enzyme for full effect and enzyme alone for no effect
FBA Mtb inh – inhibits M. tuberculosis FBA enzyme; AID 588726; inhibition, % at 1 µM; 360,000 compounds, 2.3% hits; purified M. tuberculosis FBA, fluorescence read-out; P9WQA3; in the data active = inhibition above about 27%;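 note: 0% = vehicle and 100% = reference inhibitor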
Target sequence (P9WQA3 whole entry, looked up): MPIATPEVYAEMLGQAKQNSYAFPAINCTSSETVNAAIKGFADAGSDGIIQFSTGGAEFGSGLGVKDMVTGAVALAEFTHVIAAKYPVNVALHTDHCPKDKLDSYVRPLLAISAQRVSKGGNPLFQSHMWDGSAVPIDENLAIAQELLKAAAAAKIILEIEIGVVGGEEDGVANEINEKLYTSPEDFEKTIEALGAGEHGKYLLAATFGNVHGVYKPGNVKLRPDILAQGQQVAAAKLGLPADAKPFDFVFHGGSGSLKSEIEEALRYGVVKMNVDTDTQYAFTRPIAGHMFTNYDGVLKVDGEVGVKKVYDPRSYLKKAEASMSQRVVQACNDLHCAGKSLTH
GDH-TPI inh – GDH-TPI coupled enzyme inhibition counter-screen; GDH-TPI coupled enzyme counterscreen, NADH absorbance; inhibition, % at 4.8 µM; 360,000 compounds, 1.2% hits; in the data active = inhibition above about 30%;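 note: 0% = DMSO wells and 100% = wells lacking the enzyme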
Mtb UGM inh – inhibitors of M. tuberculosis UDP-galactopyranose mutase | P9WIQ1 | purified UGM, fluorescence polarization probe displacement | inhibition, % at 10 µM | 320,000 compounds, 0.06% hits | AID 504406; in the data active = inhibition above about 10%, passing the limit was not always enough; inconclusive = no clear call, values can overlap the other calls
PfHsp40 yeast – restores yeast growth despite PfHsp40 toxicity. S. cerevisiae expressing PfHsp40, growth rescue, ATP luminescence. growth rescue, % at 12.5 µM. 340,000 compounds, 0.68% hits; in the data active = growth rescue above about 28%, passing the limit was not always enough; inconclusive = no clear call, values can overlap the other calls;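 note: yeast W303a lacking pdr1 and pdr3 grown in galactose medium; growth measured after three days at 30 °C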
FadD28 binding – M. tuberculosis FadD28 bisubstrate binding inhibition; FadD28 bisubstrate probe binding, fluorescence polarization; inhibition, % at 12.5 µM; 360,000 compounds, 0.22% hits; AID 588549; in the data active = inhibition above about 8.5%, passing the limit was not always enough; inconclusive = no clear call, values can overlap the other calls
An asterisk follows results filed as active; ? = inconclusive; . = not tested or not shown; & = joins results of further samples. Cut-off read from the data, not from the text of the source, unless noted: active = inhibition above about 30%; inconclusive = no clear call, values can overlap the other calls; inactive = below that.

A first look (two entries):
SMILES	BioA inh	Anthrax LF prot	BoNT F protease	BoNT-A LC inh2	FBA Mtb inh	GDH-TPI inh	Mtb UGM inh	PfHsp40 yeast	FadD28 binding
CCN(CC)S(=O)(=O)c1ccc(C)c(NC(=O)CNCc2ccccc2OC)c1	1.2	9	-23	-3.0	5	-3	-1.0	0.6	-1.8
Cc1ccc(C(=O)COC(=O)CNC(=O)c2ccc(Br)o2)cc1[N+](=O)[O-]	-1.7	0	?	2.1	-2	-3	8.3	-1.6	-2.7

This part in full, from the start:
SMILES	BioA inh	Anthrax LF prot	BoNT F protease	BoNT-A LC inh2	FBA Mtb inh	GDH-TPI inh	Mtb UGM inh	PfHsp40 yeast	FadD28 binding
CCN(CC)S(=O)(=O)c1ccc(C)c(NC(=O)CNCc2ccccc2OC)c1	1.2	9	-23	-3.0	5	-3	-1.0	0.6	-1.8
Cc1ccc(C(=O)COC(=O)CNC(=O)c2ccc(Br)o2)cc1[N+](=O)[O-]	-1.7	0	?	2.1	-2	-3	8.3	-1.6	-2.7
Cn1c(CN2CCN(CCO)CC2)c(C#N)c2ccccc21	.	1	?	3.7	3	31*	-0.4	0.0	-0.5
COCc1cc(C)nc(SCC(=O)Nc2cc(C(F)(F)F)ccc2N2CCOCC2)c1C#N	2.8	-1	-2	-0.7	0	-6	0.5	0.2	-2.6
Cn1c(=O)c2c(nc(NCCO)n2C)n(C)c1=O	-2.0	-2	12	0.3	-1	1	-2.8	-0.3	-2.0
Cc1cn([C@H]2C[C@H](O)[C@@H](/C=C/C(=O)NCC(c3ccccc3)c3ccccc3)O2)c(=O)[nH]c1=O	0.3	-6	-1	-0.6	5	.	.	.	-2.0
C#CC[N+]1(CC#Cc2cccc(C)c2)CCCCC1	.	2	-6	0.5	0	-4	0.0	-1.4	0.6
CC(C)Nc1nc(-c2ccccn2)nc(-c2ccccc2)c1C#N	.	1	-2	-1.6	2	0	1.7	0.1	-0.3
COc1nc(Nc2ccc(-c3nc4ccccc4o3)cc2)nc(N2CCOCC2)n1	-1.9	1	7	0.8	5	12	2.4	1.0	0.8
c1ccc(OCCN2CCOCC2)cc1	-1.8	1	-3	-2.3	1	8	-1.4	-1.3	-0.5
c1cc2c3c(cccc3c1)C(N1CCCCCC1)=N2	-1.0	-6	1	0.0	2	-6	-0.1	0.6	-1.6
COc1ccc(C(=O)Nc2nnc(C)s2)cc1S(=O)(=O)N1CCOCC1	-1.2	1	3	-1.7	0	3	4.8	0.9	-0.3
COc1ccc(NC(=O)COc2ccc(/C=C/c3cccc[n+]3C)cc2OC)cc1	3.7	-12	9	-1.7	-1	9	2.5	0.3	-1.8
COc1ccc(-c2c(C(C)=O)c(C)n(C)c2C)cc1	2.7	1	-7	0.2	3	4	3.4	-0.2	-1.5
CCOc1ccccc1N1CC(C(=O)Nc2cc(S(C)(=O)=O)ccc2Cl)CC1=O (stereo unspecified)	-2.2	5	6	3.0	0	0	-2.0	-0.1	-2.3
CCOc1cc(/C=C/C(=O)OCC(=O)NC2CCS(=O)(=O)C2)ccc1OCc1ccccc1 (stereo unspecified)	.	-2	-1	0.0	6	10	-0.3	0.2	-1.6
c1ccc2c(C[C@@H]3CNCCN3CCCCC3CCCCC3)cccc2c1	0.8	-14	-31	-0.7	-2	-9	-3.8	-0.2	-25
Cc1c(C=O)c2ccccc2n1CC(=O)NCc1ccc2c(c1)OCO2	.	0	-2	0.3	-6	-2	1.5	0.6	-1.2
CN(C)CCC(O)c1ccccc1 (stereo unspecified)	.	-13	?	?	1	-3	2.4	1.4	-4.1
CCn1c(SCc2nc3ccccc3s2)nnc1-c1ccccc1	18	2	5	0.8	4	1	-1.1	-1.6	-1.4
CCc1ccc(CC2(O)CC(C)N(C)CC2C)cc1 (stereo unspecified)	.	1	-1	-0.3	-2	-3	-0.9	-0.1	0.7
Cc1ccccc1NC(=O)N1C2CCC1CC(O)(c1cccnc1)C2 (stereo unspecified)	-1.0	-6	-3	-0.5	1	4	2.7	-0.4	-2.2
CCOC(=O)c1ccc(NC(=S)Nc2cc(C)cc(C)n2)cc1	.	2	-3	0.2	0	0	1.3	-0.8	-1.0
CC(Nc1ccc(Cl)cc1)C(=O)NN (stereo unspecified)	.	-29	?	?	5	6	-1.9	1.4	0.6
CCN1CCN(Cc2ccc(NC(=O)c3ccc(C)c(NC(=O)c4c[nH]c5cc(C(F)(F)F)ccc5c4=O)c3)cc2C(F)(F)F)CC1	-0.8&1.2	4&5	-24&-31	0.5&-1.6	0&1	28&7	1.4	-1.9	-0.3&-2.2
COC(=O)C1=C(C)N(CC2CC2)C(=NCCN2CCOCC2)N[C@H]1c1ccccc1	1.0	-3	-8	-0.3	0	-2	-1.1	-0.9	-1.7
CC(C)(C)c1ccc(C(=O)N2CCC2(C)C(=O)Nc2cnc3ccccc3c2)cc1 (stereo unspecified)	-0.4	-5	0	-0.7	2	1	.	.	0.9
COc1cc(/C=C2/C(=O)NN(c3ccc(C)c(Cl)c3)C2=O)cc([N+](=O)[O-])c1O	0.5	-8	-9	0.5	-19	13	0.9	-0.2	30*
O=C1N[C@@H](c2ccccc2)COC(=O)[C@H](Cc2ccc(F)cc2)CC/C=C/C[C@H]1CC(=O)N(CCO)Cc1ccccc1	0.3	-1	0	-0.3	-2	-11	-0.1	1.7	-4.9
O=C(O)c1ccccc1C(=O)c1cccc2c(F)cccc12	0.0	-2	-5	0.3	-2	0	.	-1.1	-3.1
CC(C(=O)NCCc1ccc(Cl)cc1)n1c(=O)c2cccn2c2cccnc21 (stereo unspecified)	-0.2	2	2	1.5	5	21	2.0	0.1	-2.5
COc1ccc(-n2nc(C(=O)NCC(=O)NC(C)C)c3ccccc3c2=O)c(OC)c1	-0.7	-1	4	-4.9	1	1	-1.2	0.6	-2.2
CCCCCCCCCC(=O)NNC(=O)c1c(O)c2ccccc2n(CCC)c1=O	.	0	-2	-0.6	4	2	-0.9	1.6	-3.0
CCN(CC)CC(=O)Nc1ccc2c(c1)N(C(=O)CN(CC)CC)c1ccccc1CC2	-3.8	0	-1	0.5	2	2	3.1	1.3	0.5
O=C(NC1CCCCCC1)C1c2ccccc2C(=O)N1Cc1ccco1 (stereo unspecified)	-1.0	0	-4	-1.0	2	8	-1.9	0.0	-0.6
O=C(c1cccc(Cl)c1)N1CCC(N2CCC(C(=O)N3CCOCC3)CC2)CC1	.	-7	-2	0.4	0	3	0.8	-1.1	-1.8
CC(=NNS(=O)(=O)c1cccc([N+](=O)[O-])c1)c1ccc(-n2ccnc2)cc1	3.8	-2	0	-0.4	-1	5	-0.8	-0.9	-0.8
Cc1ccccc1-c1cccc([C@@H]2C[C@H]3[C@H](CON3C)CN2C)c1	0.3	4	-6	-0.4	-1	-1	.	2.8	-1.7
CCN(CC)S(=O)(=O)c1cccc(N2CC(O)=C(c3ccccc3)C2=N)c1	1.9	-3	5	0.7	-2	11	0.0	1.8	-2.0
CCc1nonc1NC(=O)c1oc2ccc(C)cc2c1C	-0.3	-5	4	-2.2	2	10	2.9	0.2	0.1

Arranged by number of heavy atoms (smallest number first): some entries from above
SMILES	BioA inh	Anthrax LF prot	BoNT F protease	BoNT-A LC inh2	FBA Mtb inh	GDH-TPI inh	Mtb UGM inh	PfHsp40 yeast	FadD28 binding
CC(Nc1ccc(Cl)cc1)C(=O)NN (stereo unspecified)	.	-29	?	?	5	6	-1.9	1.4	0.6
CCc1nonc1NC(=O)c1oc2ccc(C)cc2c1C	-0.3	-5	4	-2.2	2	10	2.9	0.2	0.1
O=C1N[C@@H](c2ccccc2)COC(=O)[C@H](Cc2ccc(F)cc2)CC/C=C/C[C@H]1CC(=O)N(CCO)Cc1ccccc1	0.3	-1	0	-0.3	-2	-11	-0.1	1.7	-4.9

The list goes on:
SMILES	BioA inh	Anthrax LF prot	BoNT F protease	BoNT-A LC inh2	FBA Mtb inh	GDH-TPI inh	Mtb UGM inh	PfHsp40 yeast	FadD28 binding
Cc1noc(C)c1CSc1nnc2n(-c3ccccc3)c(=O)c3ccccc3n12	2.5	-5	7	2.0	1	11	-0.4	-1.6	-0.5
CCc1ccc(-c2nc(CN3CCCC(C(=O)O)C3)c(C)o2)cc1 (stereo unspecified)	-0.3	-2	-3	0.7	5	6	-3.4	0.4	-0.9
CC1=C(C(=O)N(C)C)CC(CC(=O)NCCCCc2ccccc2)C(=O)N1Cc1ccccc1 (stereo unspecified)	0.5	-7	-9	-0.6	-1	17	.	.	-1.7
CCCCn1nnnc1SCC(=O)N1CCN(C(=O)c2ccco2)CC1	0.9	.	.	.	0	1	-1.2	-0.8	-4.4
CCC(=NCCCO)c1c(O)n(-c2ccc(OC)cc2)c(=O)[nH]c1=O	-1.1	-3	-1	0.1	3	1	-2.0	-0.6	1.6
CC(=O)CC1(O)C(=O)N(CN2CCN(c3ccccc3)CC2)c2ccccc21 (stereo unspecified)	-2.3	0	8	-0.7	1	-3	1.3	-1.3	-0.7
CNc1ccc(Br)cc(C(=O)/C=C/c2ccc3c(c2)OCO3)c1=O	2.7	21	2	14	-1	29	-1.0	5.6	1.2
O=C(CN1C(=O)NC2(CCCCCC2)C1=O)N1CCN(S(=O)(=O)c2ccc(Cl)cc2)CC1	1.1	-1	-10	-0.8	1	-5	-3.2	-0.1	-0.1
CCOC(=O)CC1C(=O)NCCN1S(=O)(=O)c1ccccc1Cl (stereo unspecified)	-0.6	2	-9	-0.9	-2	-6	2.5	-0.9	0.0
Cc1cc(C)c(C(=O)/C=C/C=C/c2ccccc2)c(=O)[nH]1	.	10	4	24	-2	23	-0.9	-0.9	-0.4
CN(c1ccccc1)C(c1ccc(F)cc1)c1nnnn1CC1CCCO1 (stereo unspecified)	1.5	-1	-2	-0.1	-1	14	2.5	0.8	0.2
CNC(=O)c1c[nH]c2ccc(S(=O)(=O)Nc3ccccc3F)cc2c1=O	-0.6	6	12	0.4	1	1	0.7	0.2	-0.9
Cc1ccc(/C=N/NC(=O)CSc2nc3ccccc3n2Cc2ccc(Cl)cc2)o1	.	-3	0	-1.3	-2	14	1.2	1.1	-4.2
Cc1cc(-c2n[nH]c(=S)n2Cc2ccco2)n(C)n1	0.8	-2	4	0.3	0	-5	-0.2	-0.8	0.9
COc1ccc(C(=O)NCC(=O)OCC(=O)N2CC(C)CC(C)C2)cc1 (stereo unspecified)	-3.8	3	-389	-20	1	0	-3.6	0.1	-1.0
CCN1CCN(c2ccc(S(=O)(=O)N3CCCCC3)cc2NC(=O)c2ccc([N+](=O)[O-])s2)CC1	-2.2	-3	-12	3.0	0	12	2.3	-0.8	-1.2
COCCNc1nc2c(c(=O)[nH]c(=O)n2C)n1CCCc1ccccc1	-2.7	-1	16	-1.5	0	-3	-1.4	-0.2	-1.0
O=C1N=C(N2CCc3ccccc3C2)S/C1=C\c1cccc(O)c1	-0.1	-3	-8	-1.1	-2	32*	-0.2	1.4	-7.0
Cc1ccccc1Cn1ccc(-c2ccc(Cl)cc2)c(C#N)c1=O	-0.9	-4	-4	0.5	1	6	-0.2	11	-2.1
COc1ccc(C(=O)NC(=S)NCCO)cc1Br	.	1	-3	-0.2	2	10	1.7	-0.7	-2.2
Cn1c(=O)c2c(SCC(=O)N3CCCCC3)nc(-c3ccccc3F)nc2n(C)c1=O	-1.4	4	-5	-0.2	1	5	-1.1	-1.6	0.4
Cc1ccc(Nc2c(-c3ccc(N4CCOCC4)cc3)nc3ncccn23)c(C)c1	4.1	-6	-10	-0.5	3	17	-2.6	-0.6	-1.3
Cc1ccc(C(=O)OCC(=O)N2CCC(c3ccccc3)=N2)c(C)c1	-9.0	-1	23	2.3	4	3	1.2	0.1	0.6
O=c1c[n+]([O-])c2ccccc2n1OCc1c(F)cccc1F	-1.7	3	?	-2.8	3	4	-0.4	-1.4	-2.8
CN1CCC(N(C)C(=O)c2cccc(S(=O)(=O)N3CCOCC3)c2)CC1	0.2	-5	-4	-5.6	-1	-5	-3.6	-1.6	-0.7
N/C(Cc1ccc([N+](=O)[O-])cc1)=N\OC(=O)COc1cccc2ccccc12	0.3	-8	-9	-0.5	-5	-4	-3.7	0.5	-2.1
COCC(C)n1c(C)cc(C(=O)Cn2nc(C(=O)O)c3ccccc3c2=O)c1C (stereo unspecified)	-1.5	3	2	0.4	-1	2	1.3	1.3	-2.7
Cc1nc(N2CCCCC2)sc1C(=O)c1cccc([N+](=O)[O-])c1	.	-2	-15	2.2	-1	17	-2.1	-0.1	0.3
